From PubChem
SDO1 yeast rescue – growth rescue of sdo1-depleted yeast, primary screen, S. cerevisiae, bone marrow failure model; z-score at 10 µM; S. cerevisiae sdo1-depleted JHY4D growth rescue, OD600 30 h; stronger effect = higher value; pdr5 snq2 efflux-pump mutant strain; AID 817, 2007; hit rate 0.21% among 140,000;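 active = z-score above 3 at both the 24 hr and the 30 hr optical density reads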;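 also: z-score against mean and SD of all compound wells on the same plate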
Insulin prom inh – inhibitors of insulin promoter-driven GFP, primary screen, imaging, TRM-6 cells (human fetal islet line), eGFP reporter, cell count. inhibition, % at 2 µM. reporter expression induced with tamoxifen. hit rate 0.9% among 130,000;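 active = inhibition above the mean plus 3 SD, with well images judged a real hit on visual review, cut at about 60% in these data, passing the limit was not always enough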
SDO1 yeast rescue Rescue 24 h – second read-out of SDO1 yeast rescue, no call of its own (marks repeat the call); z-score; S. cerevisiae sdo1-depleted JHY4D growth rescue, OD600; measured here: growth rescue at 24 h;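 0 is the plate mean of compound wells and units are plate SD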
* hit, by the source's call. These rows are one share of the data. The share of hits here may be higher or lower than overall.

For Cc1ccc(N2C(N)=C(C#N)C3(C(=O)N(C)c4ccccc43)C3=C2CC(C)(C)CC3=O)cc1Cl (stereo not given) the results were SDO1 yeast rescue 0.79, Insulin prom inh -18.9 and SDO1 yeast rescue Rescue 24 h 0.09.
COc1ccc(-c2c3c(=O)n(C)c(=O)n(C)c3cn2Cc2cccnc2)cc1 was read as SDO1 yeast rescue 0.55, Insulin prom inh 73.3* and SDO1 yeast rescue Rescue 24 h 0.19.
Screening O=C(O)CC(c1ccccc1)c1ccccc1 returned SDO1 yeast rescue 0.52, Insulin prom inh 0.0 and SDO1 yeast rescue Rescue 24 h -0.32.
Screening CCC(=O)Nc1ccc(S(=O)(=O)N2CCCCC2)cc1OC returned SDO1 yeast rescue -0.22, Insulin prom inh 20.0 and SDO1 yeast rescue Rescue 24 h -1.22.
Screening Cc1nc2ccccc2n(CC(=O)Nc2cc(Cl)cc(Cl)c2)c1=O returned Insulin prom inh -25.0.
Screening COC(=O)C1CCN(CC(=O)Nc2ccc(OC)c(Cl)c2)CC1 returned Insulin prom inh 33.3.
COc1ccccc1OCCc1nnc(N)s1 was read as SDO1 yeast rescue 2.28 and SDO1 yeast rescue Rescue 24 h 2.93.
Screening OCCCCNc1cccc2ccccc12 returned SDO1 yeast rescue 0.06, Insulin prom inh 0.0 and SDO1 yeast rescue Rescue 24 h -0.28.
`COc1ccc(N2CCN(C(=O)CCNS(=O)(=O)c3cccs3)CC2)cc1` gave SDO1 yeast rescue 0.42, Insulin prom inh -200.0 and SDO1 yeast rescue Rescue 24 h 0.29.
Screening CC(=O)Nc1ccc([C@H]2[C@H](C)CC[C@H]3C(=O)N4[C@@H](CC[C@@H](C)[C@@H]4c4ccc(NC(C)=O)cc4)C(=O)N32)cc1 returned SDO1 yeast rescue -0.18, Insulin prom inh 23.8 and SDO1 yeast rescue Rescue 24 h -1.34.
CCOC(=O)Cn1c(=O)c2c(nc3n2CCCCN3c2ccc(C)cc2)n(C)c1=O was read as SDO1 yeast rescue 0.06 and SDO1 yeast rescue Rescue 24 h 0.6.
`NNC(=O)Cn1c(SCc2ccccc2)nc2ccccc21` gave SDO1 yeast rescue 1.15, Insulin prom inh 34.4 and SDO1 yeast rescue Rescue 24 h 1.23.
`COc1ccc2oc(C)c(C(N)=O)c2c1` gave SDO1 yeast rescue 1.08 and SDO1 yeast rescue Rescue 24 h 0.88.
Screening CCOC(=O)C1=C(N)N2C(=O)C(C)SC2=C(C(=O)OC)C1c1ccccc1OC (stereo not given) returned SDO1 yeast rescue -2.2, Insulin prom inh -6.7 and SDO1 yeast rescue Rescue 24 h -1.71.
Screening COc1cccc(-c2cc(C(F)(F)F)n3ncc(S(=O)(=O)c4ccccc4)c3n2)c1 returned SDO1 yeast rescue 1.34, Insulin prom inh -6.7 and SDO1 yeast rescue Rescue 24 h 2.25.
Screening CC(C)(C)C(=O)N1CCN(c2ccc([N+](=O)[O-])c(-n3nc(-c4ccccc4)c4ccccc4c3=O)c2)CC1 returned SDO1 yeast rescue 0.28, Insulin prom inh 35.7 and SDO1 yeast rescue Rescue 24 h 0.99.
`CCn1c(C(=O)N2CCC(Cc3ccccc3)CC2)cc2sccc21` gave SDO1 yeast rescue -2.11 and SDO1 yeast rescue Rescue 24 h -1.65.
Screening CCn1c(C)[n+](CC(O)COCC2CC=CCC2)c2ccccc21 (stereo not given) returned SDO1 yeast rescue 0.19, Insulin prom inh -48.4 and SDO1 yeast rescue Rescue 24 h -0.14.
For N#CCSc1ncnc2c1cnn2CCO the results were SDO1 yeast rescue 0.74 and SDO1 yeast rescue Rescue 24 h 0.7.
CCc1ccc(N2C(=O)c3ccc4c5c(ccc(c35)C2=O)CC4)cc1 was read as SDO1 yeast rescue 0.92, Insulin prom inh -26.0 and SDO1 yeast rescue Rescue 24 h 1.57.

By substructure, the compounds so far with a Cl atom.
For Cc1ccc(N2C(N)=C(C#N)C3(C(=O)N(C)c4ccccc43)C3=C2CC(C)(C)CC3=O)cc1Cl (stereo not given) the results were SDO1 yeast rescue 0.79, Insulin prom inh -18.9 and SDO1 yeast rescue Rescue 24 h 0.09.
Screening Cc1nc2ccccc2n(CC(=O)Nc2cc(Cl)cc(Cl)c2)c1=O returned Insulin prom inh -25.0.
Screening COC(=O)C1CCN(CC(=O)Nc2ccc(OC)c(Cl)c2)CC1 returned Insulin prom inh 33.3.

Remaining list, next part.
`Brc1cccc2sc(N3CCCC3)nc12` gave Insulin prom inh 27.3.
`O=c1cc(CSc2nnc(COc3ccccc3Cl)o2)nc2sccn12` gave SDO1 yeast rescue -1.75 and SDO1 yeast rescue Rescue 24 h -1.56.
Cc1ccccc1NC(=S)NNC(=O)c1cccnc1 was read as SDO1 yeast rescue 0.12, Insulin prom inh 21.4 and SDO1 yeast rescue Rescue 24 h 0.53.
Screening O=c1[nH][nH]c(-c2ccccc2)c1C=Nc1ccccc1 returned SDO1 yeast rescue -0.09, Insulin prom inh 23.1 and SDO1 yeast rescue Rescue 24 h -0.06.
`CC(=O)C(Sc1ncnc2sc3c(c12)CCCC3)C(C)=O` gave Insulin prom inh 45.5.
Screening COC(=O)CSc1nc(-c2ccccc2)c2c(c1C#N)CCCC2 returned SDO1 yeast rescue -1.76, Insulin prom inh 21.9 and SDO1 yeast rescue Rescue 24 h -1.82.
`COc1ccc(N/C(C)=C/C(=S)Nc2ccccc2)cc1` gave SDO1 yeast rescue -0.14 and SDO1 yeast rescue Rescue 24 h -0.81.
`CC(C)c1ccc(NC(=O)Cn2cccc2C2=NC(c3ccccc3)CO2)cc1` (stereo not given) gave SDO1 yeast rescue -0.64, Insulin prom inh -57.7 and SDO1 yeast rescue Rescue 24 h 0.33.
`CC1=C(C(=O)Nc2ccccc2)C(c2ccco2)n2ncnc2N1` (stereo not given) gave SDO1 yeast rescue -0.13, Insulin prom inh -4.2 and SDO1 yeast rescue Rescue 24 h -0.03.
Screening CCCCCN(C(=O)COC(=O)c1ccc(Br)o1)c1c(N)n(CCCC)c(=O)[nH]c1=O returned SDO1 yeast rescue 0.44, Insulin prom inh -33.3 and SDO1 yeast rescue Rescue 24 h -0.95.
CCOC(=O)C1(C)NC(c2ccc(OC)c(OC)c2)C2C(=O)N(CC)C(=O)C21 (stereo not given) was read as SDO1 yeast rescue 0.29, Insulin prom inh 27.8 and SDO1 yeast rescue Rescue 24 h -0.35.
Screening Cn1c(=O)c2c(nc(CN3CCOCC3)n2CCc2ccccc2)n(C)c1=O returned SDO1 yeast rescue -0.1 and SDO1 yeast rescue Rescue 24 h -0.84.
`CC(NC(=O)CCCn1cc([N+](=O)[O-])cn1)c1ccccc1` (stereo not given) gave Insulin prom inh -21.4.
Screening COc1ccc(CNc2ccc(-c3ccccc3OC)nn2)cc1 returned SDO1 yeast rescue -0.83, Insulin prom inh 7.7 and SDO1 yeast rescue Rescue 24 h -0.79.
`CCCN1CCN(CCCNC(=S)Nc2ccc(OC)cc2)CC1` gave SDO1 yeast rescue 0.43, Insulin prom inh 33.3 and SDO1 yeast rescue Rescue 24 h 0.46.
For O=C(Nc1nonc1-c1ccc(Cl)cc1)c1ccccc1 the results were Insulin prom inh 25.0.
COC(=O)c1ccc(COc2ccccc2[N+](=O)[O-])o1 was read as SDO1 yeast rescue 0.02, Insulin prom inh -32.3 and SDO1 yeast rescue Rescue 24 h -0.28.
For COc1ccc2[nH]c(C)c(C(=O)CN3CC(C)OC(C)C3)c2c1 (stereo not given) the results were SDO1 yeast rescue 0.41, Insulin prom inh 0.0 and SDO1 yeast rescue Rescue 24 h 0.32.
For COc1ccccc1-c1cc(C(=O)N/N=C\c2cnn(C)c2C)c2ccccc2n1 the results were SDO1 yeast rescue 0.41, Insulin prom inh 14.3 and SDO1 yeast rescue Rescue 24 h -0.89.
Screening O=C(CNc1cc(S(=O)(=O)N2CCOCC2)ccc1N1CCCC1)N1CCc2ccccc21 returned Insulin prom inh 6.7.
For CS(=O)(=O)c1cccc(C(=O)Oc2ccccc2)c1 the results were SDO1 yeast rescue 2.19 and SDO1 yeast rescue Rescue 24 h 3.08.
Cc1ccccc1-n1c(SCc2cccc(F)c2)nc2[nH]ncc2c1=O was read as SDO1 yeast rescue -1.08, Insulin prom inh -9.4 and SDO1 yeast rescue Rescue 24 h -0.65.
`CNC(=S)NNC(=O)COc1ccc(C)c(C)c1` gave SDO1 yeast rescue -1.21, Insulin prom inh 3.7 and SDO1 yeast rescue Rescue 24 h -0.89.
For COc1ccc(CCN=CC2=C(O)CC(C)(C)CC2=O)cc1 the results were SDO1 yeast rescue 1.42, Insulin prom inh 30.6 and SDO1 yeast rescue Rescue 24 h 1.01.
Screening CCN1CCN(c2nc(Nc3cccc(C)c3)nc(N)c2[N+](=O)[O-])CC1 returned SDO1 yeast rescue 0.02, Insulin prom inh -7.7 and SDO1 yeast rescue Rescue 24 h -0.68.
Screening C/C(=C(\C#N)C(=O)NCCCN1CCOCC1)N(C)C returned SDO1 yeast rescue 0.91, Insulin prom inh 0.0 and SDO1 yeast rescue Rescue 24 h 0.44.
COCCSc1nnc(NC(=O)C(C)(C)C)s1 was read as SDO1 yeast rescue 0.2, Insulin prom inh -12.8 and SDO1 yeast rescue Rescue 24 h 0.06.
Cc1ccc(-c2cc(NC(=O)CCl)n(-c3ccccc3)n2)cc1 was read as SDO1 yeast rescue -2.53, Insulin prom inh 40.0 and SDO1 yeast rescue Rescue 24 h -2.03.
`CC(=O)N1c2ccccc2Oc2cc3ccccc3cc21` gave SDO1 yeast rescue -1.54 and SDO1 yeast rescue Rescue 24 h -1.39.
Screening Cc1cccc(NCCNc2cccc(C)c2)c1 returned SDO1 yeast rescue -1.75, Insulin prom inh -2.7 and SDO1 yeast rescue Rescue 24 h -1.24.
`CC(C)c1cc(NC(=O)C(C)(C)C)cc(C(C)C)c1O` gave SDO1 yeast rescue 0.97, Insulin prom inh -13.6 and SDO1 yeast rescue Rescue 24 h 1.23.
For CCOC(=O)Cc1csc(NS(=O)(=O)Cc2ccccc2)n1 the results were SDO1 yeast rescue -0.68, Insulin prom inh 62.1 and SDO1 yeast rescue Rescue 24 h -1.05.
For CC(=O)c1oc2ccccc2c1NC(=O)CCCN1C(=O)c2ccccc2C1=O the results were SDO1 yeast rescue -1.29 and SDO1 yeast rescue Rescue 24 h -1.1.
`CCOCCCN1C(=O)CN(C2CCC(C)CC2)C(=O)C1c1ccc(C)cc1` (stereo not given) gave Insulin prom inh -40.7.
`O=C1C2C3C=CC(C3)C2C(=O)N1CCC(=O)N1CCc2ccccc21` (stereo not given) gave SDO1 yeast rescue -0.49, Insulin prom inh -2.3 and SDO1 yeast rescue Rescue 24 h -0.23.
Screening CC(=O)CC(=O)Nc1ccc(Nc2ccccc2)cc1 returned SDO1 yeast rescue 0.57, Insulin prom inh 13.3 and SDO1 yeast rescue Rescue 24 h 0.47.
Screening COc1ccc(CNC(=O)CSc2nnc(C)n2-c2ccc(F)cc2)cc1 returned SDO1 yeast rescue 0.37, Insulin prom inh -12.5 and SDO1 yeast rescue Rescue 24 h -0.45.
Screening O=C(CSc1ccc(C(F)(F)F)cc1[N+](=O)[O-])Nc1ccc2ccccc2c1 returned SDO1 yeast rescue -0.03, Insulin prom inh 23.1 and SDO1 yeast rescue Rescue 24 h 0.94.
For CC(C)(C)c1cc(C(C)(C)C)n(-c2ccccc2)n1 the results were SDO1 yeast rescue -0.05, Insulin prom inh -15.4 and SDO1 yeast rescue Rescue 24 h -0.4.
COc1cccc(CNC(=O)C(CCSC)NS(=O)(=O)c2ccc3c(c2)oc(=O)n3C)c1 (stereo not given) was read as SDO1 yeast rescue -0.65, Insulin prom inh -100.0 and SDO1 yeast rescue Rescue 24 h -0.76.
`CCOC(=O)c1cn(CC(=O)Nc2ccc(CC)cc2)nn1` gave SDO1 yeast rescue 0.08 and SDO1 yeast rescue Rescue 24 h -0.6.
CC(C)(C)OC(=O)N1CCC(C(=O)N2CCOCC2)CC1 was read as SDO1 yeast rescue 1.17, Insulin prom inh 11.1 and SDO1 yeast rescue Rescue 24 h 1.25.
For Cn1cc(C(=O)C(F)(F)F)c2ccccc21 the results were SDO1 yeast rescue 0.5, Insulin prom inh 51.5 and SDO1 yeast rescue Rescue 24 h 0.65.
For COCC(=O)n1nc(-c2ccccc2)nc1NCc1ccc(F)cc1 the results were SDO1 yeast rescue -0.12 and SDO1 yeast rescue Rescue 24 h -0.56.
`Cc1cccc(N(C(=O)c2ccc(CN3CCOCC3)o2)C(C(=O)NC(C)(C)C)c2ccc(F)cc2)c1` (stereo not given) gave SDO1 yeast rescue 0.06, Insulin prom inh -266.7 and SDO1 yeast rescue Rescue 24 h -0.75.
Cc1cc(C)cc(N(CC(=O)O)S(=O)(=O)c2c(C)noc2C)c1 was read as SDO1 yeast rescue -0.56, Insulin prom inh -32.3 and SDO1 yeast rescue Rescue 24 h -1.53.
O=C(Nc1ccc2c(c1)OCO2)C(c1ccccc1)N1CCC2(CC1)OCCO2 (stereo not given) was read as SDO1 yeast rescue 0.75, Insulin prom inh 0.0 and SDO1 yeast rescue Rescue 24 h 0.64.
CC(C)(C)Nc1nc(Cl)nc(N(C#N)CN2C(=O)c3ccccc3S2(=O)=O)n1 was read as Insulin prom inh 17.9.

Quoted at random: 3 compounds from above.
For CCOC(=O)Cc1csc(NS(=O)(=O)Cc2ccccc2)n1 the results were SDO1 yeast rescue -0.68, Insulin prom inh 62.1 and SDO1 yeast rescue Rescue 24 h -1.05.
`CCn1c(C(=O)N2CCC(Cc3ccccc3)CC2)cc2sccc21` gave SDO1 yeast rescue -2.11 and SDO1 yeast rescue Rescue 24 h -1.65.
Screening CC(=O)Nc1ccc([C@H]2[C@H](C)CC[C@H]3C(=O)N4[C@@H](CC[C@@H](C)[C@@H]4c4ccc(NC(C)=O)cc4)C(=O)N32)cc1 returned SDO1 yeast rescue -0.18, Insulin prom inh 23.8 and SDO1 yeast rescue Rescue 24 h -1.34.
